# Bioassay records as filed in PubChem.
# MEP2-GFP yeast = modulators of TOR pathway MEP2-GFP in S. cerevisiae | S. cerevisiae MEP2-GFP strain, flow cytometry GFP, 3 h; 100% = DMSO control level | 0.51% of 330,000 active | GFP response vs DMSO, % at 10 µM;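 active = GFP response versus DMSO above a set limit, roughly screen mean plus 3 SD, cut at about 180% in these data; inconclusive = fewer than 70 cells counted for a yeast strain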;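 note: median GFP fluorescence of the barcode-gated MEP2-GFP cells per well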
# GRK2 aptamer HTS = human GRK2 inhibition via aptamer displacement; P25098; bead flow cytometry, FAM-aptamer displacement from GRK2; inhibition of aptamer binding, % at 10 µM; 0.59% of 330,000 active;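 active = inhibition of aptamer binding above 40%, roughly 3 SD of noise, on plates passing a quality check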;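 note: median bead fluorescence of bound FAM aptamer so fluorescent compounds give negative values; no value below 0 was filed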
# Target sequence (P25098 whole entry, looked up): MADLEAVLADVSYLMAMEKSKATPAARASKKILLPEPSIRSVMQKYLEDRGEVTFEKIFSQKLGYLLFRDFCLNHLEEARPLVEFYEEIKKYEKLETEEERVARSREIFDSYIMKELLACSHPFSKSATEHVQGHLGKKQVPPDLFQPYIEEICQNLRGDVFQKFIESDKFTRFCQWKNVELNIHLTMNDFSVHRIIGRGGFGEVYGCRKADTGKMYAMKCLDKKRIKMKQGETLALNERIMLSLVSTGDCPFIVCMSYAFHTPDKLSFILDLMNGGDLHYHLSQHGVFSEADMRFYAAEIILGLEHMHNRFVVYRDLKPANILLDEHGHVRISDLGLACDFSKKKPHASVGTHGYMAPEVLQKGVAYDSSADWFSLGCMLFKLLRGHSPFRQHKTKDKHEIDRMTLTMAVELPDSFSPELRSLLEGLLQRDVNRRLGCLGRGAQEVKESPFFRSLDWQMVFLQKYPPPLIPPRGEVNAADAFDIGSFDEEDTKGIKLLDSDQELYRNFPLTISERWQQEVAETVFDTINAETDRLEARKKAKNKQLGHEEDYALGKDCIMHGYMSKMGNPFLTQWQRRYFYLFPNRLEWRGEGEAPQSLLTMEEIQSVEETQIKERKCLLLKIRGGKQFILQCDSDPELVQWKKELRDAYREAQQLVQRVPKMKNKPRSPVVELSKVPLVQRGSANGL
# RPL19A TOR yeast = yeast TOR pathway RPL19A-GFP modulation. S. cerevisiae RPL19A-GFP strain, flow cytometry, 3 h; stronger effect = lower value. percent response vs DMSO, % at 10 µM. 0.3% of 330,000 active;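 active = percent response vs DMSO below 50%; inconclusive = fewer than 70 events counted for the yeast strain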;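 note: median channel GFP fluorescence of the barcoded RPL19A-GFP strain; ratio of sample median GFP to plate DMSO average so 100% = DMSO; lower means less RPL19A-GFP as with rapamycin TOR inhibition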
# AGP1 TOR yeast = yeast TOR pathway AGP1-GFP modulation; S. cerevisiae AGP1-GFP multiplex flow cytometry, 3 h; GFP as percent of DMSO wells; GFP response vs DMSO, % at 10 µM; 0.02% of 320,000 active; AID 2066;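 active = GFP response relative to DMSO above a set limit, near screen average plus 3 SD, cut at about 150% in these data; inconclusive = fewer than 70 cells counted for the yeast strain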;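 note: median GFP channel fluorescence of the gated AGP1 strain per well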
# GASC-1 inh = human JMJD2C demethylase inhibition; Q9H3R0; GST-JMJD2C(1-420) H3K9me3 demethylation, DELFIA europium; inhibition, % at 2.35 µM; 0.069% of 330,000 active; AID 2099;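 active = more than half of a compound's replicate wells show inhibition beyond 50%, single wells judged on their own value; inconclusive = some, but no more than half, of replicates pass 50% inhibition; inactive = no replicate passes 50% inhibition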;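 note: signal counts dimethyl H3K9 product captured on neutravidin plate; 0% = median of DMSO wells and 100% = 0.3 times that DMSO median; strong numbers were not always called active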
# Target sequence (Q9H3R0 1-420 limits assumed): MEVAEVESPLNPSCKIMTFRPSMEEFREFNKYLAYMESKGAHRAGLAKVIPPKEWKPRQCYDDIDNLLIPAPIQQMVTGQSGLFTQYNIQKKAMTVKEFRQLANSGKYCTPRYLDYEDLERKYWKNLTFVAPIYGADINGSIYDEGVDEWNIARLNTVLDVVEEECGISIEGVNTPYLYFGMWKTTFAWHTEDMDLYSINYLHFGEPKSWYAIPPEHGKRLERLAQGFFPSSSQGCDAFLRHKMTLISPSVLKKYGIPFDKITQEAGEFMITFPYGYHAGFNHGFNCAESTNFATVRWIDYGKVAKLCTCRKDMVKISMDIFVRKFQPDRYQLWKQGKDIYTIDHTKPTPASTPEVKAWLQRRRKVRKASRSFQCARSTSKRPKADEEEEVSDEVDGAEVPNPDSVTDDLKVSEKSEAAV
# VLA-4 inh = inhibition in a human VLA-4 binding assay | P13612 | VLA-4 expressing cells, ligand binding flow cytometry | inhibition, % (about 7 µM as worked out from the volumes in the protocol) | 0.2% of 330,000 active | AID 2557; in the data active = inhibition above about 50%
# CIT2-GFP yeast = modulators of TOR pathway CIT2-GFP in S. cerevisiae; S. cerevisiae CIT2-GFP strain, flow cytometry, 3 h; 100 means same as DMSO wells; GFP response vs DMSO, % at 10 µM; 0.065% of 320,000 active; AID 2029;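 active = GFP response relative to DMSO above a set limit, near the screen mean plus 3 SD, cut at about 150% in these data; inconclusive = Fewer than 70 cells measured for a yeast strain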;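 note: ratio of well median GFP fluorescence to mean of DMSO wells on the plate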
# LAP4 TOR yeast = alters LAP4-GFP fluorescence in TOR pathway yeast screen; S. cerevisiae LAP4-GFP multiplex, flow cytometry GFP, 3 h; median GFP as percent of DMSO wells; GFP response vs DMSO, % at 10 µM; 0.34% of 320,000 active; AID 2023;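 active = GFP response vs DMSO above a set limit, about the screen mean plus 3 SD, cut at about 150% in these data; inconclusive = under 70 cell events counted for the yeast strain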
# Starred values were filed as active, the others as inactive; ? = inconclusive; nt = no result given; [ ] = dose if it differs, or a comment. An unsorted share of the library; overall some 1.7% were active at least once.
SMILES,MEP2-GFP yeast,GRK2 aptamer HTS,RPL19A TOR yeast,AGP1 TOR yeast,GASC-1 inh,VLA-4 inh,CIT2-GFP yeast,LAP4 TOR yeast
O=C(CC1CC2CCC1C2)Nc1nc(-c2ccccn2)cs1 (stereo not drawn),90.3,7.0,93.8,90.6,-4.6,-3.7,98.9,100.5
CCOC(=O)C[N+](CC)(CC)CC#Cc1ccccc1,101.8,2.0,95.2,99.7,-3.2,14.4,97.5,97.6
Cc1ccccc1CS(=O)(=O)Cc1ccc(C(=O)NCc2cccnc2)o1,110.0,1.0,101.0,102.1,-1.6,15.0,104.5,100.2
Cc1cc(C)n2cc(COc3ccc4ccccc4c3)nc2n1,102.8,0.0,108.2,102.3,1.8,12.9,105.6,94.8
CCOC(=O)c1ccc(N2CCOCC2)c(NS(=O)(=O)c2ccc(F)cc2)c1,110.7[may fluoresce green],0.0,94.6[may fluoresce green],118.7[may fluoresce green],8.3,-5.1,167.5*[may fluoresce green],107.2[may fluoresce green]
Cc1cccc(C)c1OCCN1CCCC1,103.7,0.0,101.2,95.5,103.8,14.8,102.2,95.5
CCOC(=O)/C(=C\C=C1/Sc2cc(OCC)c(OCC)cc2N1CC)C(C)=O,91.2,0.0,93.4,90.2,-7.1,-42.4,85.0,101.6
COc1cc2c(cc1OC)CN(C(=O)c1sccc1C)CC2,95.4,2.0,91.5,94.7,-2.2,17.5,86.8,102.4
O=C1CN(C(=O)CSc2nc3ccccc3c(=O)n2Cc2ccc(F)cc2)c2ccccc2N1,103.0,0.0,93.6,99.6,6.3,16.0,94.4,100.7
CCOc1ccc(CCNC(=O)c2c(C)nn(-c3ccccc3)c2Cl)cc1OCC,103.0,0.0,103.7,90.7,5.0,-4.6,98.5,87.3
CCOC(=O)Cc1cnc(NC(=O)Cn2nnc(-c3ccc(OCC)cc3)n2)s1,99.9,2.0,92.6,93.0,5.9,12.0,92.2,96.4
Cc1cc(Oc2ccc(=O)n(C)n2)nc(SCCOc2ccccc2)n1,110.4,0.0,105.8,105.2,0.0,2.2,93.9,114.8
O=C(CSc1ccc(-c2ccc(F)cc2)nn1)N1CCN(c2ccccc2)CC1,102.5,0.0,105.3,108.7,0.1,-6.6,110.0,92.6
COc1ccc(S(=O)(=O)NCC(=O)N(CC(=O)NCC2CCCO2)c2c(C)cccc2C)cc1 (stereo not drawn),115.7,3.0,105.4,107.5,nt,-1.6,108.4,104.0
CC(=O)Nc1sc(N/N=C\c2ccc(O)cc2)nc1-c1cccs1,101.9,81.0*,99.9,100.9,10.8,7.6,95.0,101.0
CCOc1ccc(NC(=O)c2ccc(Cl)c(NC(=O)c3ccco3)c2)cc1,100.4,1.0,97.4,91.8,-0.2,18.1,96.4,89.3
CC1CCC(CN2CCN=C2N(C)C)CC1 (stereo not drawn),90.0,0.0,100.4,89.5,-4.3,-7.3,103.2,102.6
Cc1cc2c(cc1C)N(C(=O)CSc1nncn1C)C(C)(C)c1ssc(=S)c1-2,92.8,0.0,97.0,98.0,5.1,0.4,100.3,96.6
O=C(N/C(=C\c1ccc([N+](=O)[O-])cc1)C(=O)N1CCCCC1)c1ccc(Br)o1,92.0,5.0,98.6,91.1,-0.8,8.3,92.8,92.7
COc1ccc(CC(=O)O/N=C(\N)Cc2ccc(OC)cc2)cc1,94.7,0.0,92.4,93.3,8.1,-3.5,88.5,nt
CCSc1nc2ccccc2n1CC(=O)OC,104.7,2.0,101.6,102.3,-11.2,4.8,98.3,106.8
COc1ccc(NC(=O)CCn2c(=S)[nH]c3ccccc3c2=O)cc1,90.9,1.0,96.9,98.5,1.5,18.4,97.7,90.9
Cc1ccc(OCc2nnc(SCC(=O)N3c4ccccc4Sc4ccc(Cl)cc43)o2)cc1,98.7,2.0,97.5,93.9,-5.9,-6.8,95.0,100.3
COc1ccc(CNC(=O)c2ccc(C(C)C)cc2)cc1,104.3,3.0,92.2,108.7,-1.3,0.0,104.3,108.1
Cc1cccc(NC(=S)N2CCN(c3ccccn3)CC2)c1,108.0,0.0,88.3,98.6,-11.3,10.6,96.7,94.5
CCSC1=C(C#N)C(c2ccccc2C)CC(=O)N1 (stereo not drawn),107.6,7.0,94.1,103.9,1.0,6.4,103.1,102.2
Cc1cc(C)nc(SCC(=O)NCC2COc3ccccc3O2)n1 (stereo not drawn),102.2,2.0,102.0,103.8,8.5,0.8,94.4,102.0
COc1cc2ccccc2cc1C(=O)N(CCN(C)C)c1nc2c(F)cc(F)cc2s1,88.4,0.0,92.2,106.5,15.6,-0.2,90.0,97.9
COc1ccc(NC(=S)NC(=O)c2ccc(Br)o2)cc1,93.3,2.0,91.2,82.5,1.2,-3.2,88.0,103.7
CC(C)(C)n1nnnc1C(c1cccs1)N(Cc1cccnc1)Cc1ccco1 (stereo not drawn),102.8,2.0,101.8,106.8,3.0,-1.7,110.7,109.5
Cc1cc(OCC(=O)NNC(=O)c2cccnc2)cc(C)c1Cl,102.9,2.0,115.0,95.3,1.2,6.9,86.7,74.5
CN(c1ccccc1)S(=O)(=O)c1ccc(C(=O)Nc2nnc(C3=COCCO3)o2)cc1,105.4,2.0,104.5,106.9,-1.8,22.3,99.2,97.8
Cc1ccc(C(=O)N2CCN(c3ccc(C(F)(F)F)cn3)CC2)o1,99.1,3.0,98.3,92.5,-5.9,4.3,86.6,106.4
O=C(NCCSCc1ccco1)c1ccc(CN2CCOCC2)cc1,100.3,0.0,91.3,96.7,nt,5.7,93.2,103.4
COCCN(C(=O)COC(=O)C1=COCCO1)c1c(N)n(Cc2ccccc2)c(=O)[nH]c1=O,111.2,0.0,104.8,107.6,3.1,5.3,99.0,103.6
O=C(CNC(=O)Cc1ccccc1)N=Nc1c(O)[nH]c2ccc(Br)cc12,93.8,0.0,98.8,100.7,2.5,1.7,99.8,93.6
CCOc1ccc2nc(NC(=O)C3CCCN(S(=O)(=O)c4cccc5nonc45)C3)sc2c1 (stereo not drawn),88.9,3.0,99.0,?,8.9,-27.7,99.3,95.5
COc1ccccc1CNC(=O)CCC(=O)N1Cc2cccc(OC)c2Oc2ncccc21,171.4[may fluoresce violet],1.0,13.8*[may fluoresce violet],?,7.6,0.3,?,78.5[may fluoresce violet]
O=C(NCc1ccccc1)c1cc2ccc(O)cc2oc1=O,99.5,0.0,96.4,94.4,14.8,10.6,95.1,94.5
CCOc1ccccc1-n1nnnc1SCC(=O)Nc1cc(C)on1,111.9,0.0,103.5,107.7,22.6,-1.4,103.8,97.8
CCN(C(=O)Cn1ccc(C(F)(F)F)n1)c1c(N)n(Cc2ccccc2)c(=O)[nH]c1=O,93.3,0.0,93.0,92.6,-8.5,2.7,98.1,91.8
CCOC(=O)C1CCN(C(=O)CSc2nnc(-c3ccco3)n2-c2ccccc2)CC1,91.1,2.0,98.1,103.9,0.8,20.6,102.3,92.8
COc1ccc(OCC(=O)OCC(=O)c2ccc(OC)c(F)c2)cc1,110.3,3.0,94.6,94.6,-13.2,-2.7,95.4,104.0
O=C(NCCCN1CCCC1)c1ccc2c(c1)N(Cc1ccccc1)CCS2,97.4,0.0,97.7,102.5,-6.4,0.6,96.8,101.4
CC1CN(C(=O)CCC(=O)NCc2ccc(Cl)cc2)c2ccccc2S1 (stereo not drawn),104.7,2.0,102.7,106.4,19.4,-4.2,105.2,102.8
CC1CC(C)CN(C(=O)CSc2nnc(-c3ccco3)o2)C1 (stereo not drawn),105.6,0.0,103.9,103.8,-13.6,3.0,110.8,102.7
COc1ccc(-n2nc3c(c2NC(=O)C(C)Oc2ccccc2)CS(=O)C3)cc1 (stereo not drawn),105.7,0.0,102.1,101.5,2.5,-12.8,111.4,101.1
CCOC(=O)CNS(=O)(=O)c1ccc(S(=O)(=O)N2CCCC2)cc1,106.9,4.0,103.3,109.0,-3.9,9.8,109.3,101.9

# Two neighbouring entries already listed, for reference:
SMILES,MEP2-GFP yeast,GRK2 aptamer HTS,RPL19A TOR yeast,AGP1 TOR yeast,GASC-1 inh,VLA-4 inh,CIT2-GFP yeast,LAP4 TOR yeast
CC1CC(C)CN(C(=O)CSc2nnc(-c3ccco3)o2)C1 (stereo not drawn),105.6,0.0,103.9,103.8,-13.6,3.0,110.8,102.7
COc1ccc(-n2nc3c(c2NC(=O)C(C)Oc2ccccc2)CS(=O)C3)cc1 (stereo not drawn),105.7,0.0,102.1,101.5,2.5,-12.8,111.4,101.1

# Additional records:
SMILES,MEP2-GFP yeast,GRK2 aptamer HTS,RPL19A TOR yeast,AGP1 TOR yeast,GASC-1 inh,VLA-4 inh,CIT2-GFP yeast,LAP4 TOR yeast
CC(C)(C)OC(=O)N1CCC(c2c(C(=O)O)cnn2-c2ccc(Cl)cc2)CC1,96.4,1.0,92.9,93.2,-31.4,8.3,100.5,96.4
COc1ccc(Cn2c(=O)[nH]c3cc(C(=O)NC4CCN(Cc5ccccc5)CC4)ccc32)cc1,95.6,0.0,87.9,91.5,-12.0,-3.2,90.8,87.3
OCC1(Cc2cccc(F)c2)CCN(Cc2cccc3nccnc23)CC1,94.9,1.0,98.6,106.0,-20.6,1.8,104.0,103.2
CCN(Cc1cnn(C)c1)C(=O)c1ccc2nc(Cc3cccc(Cl)c3)oc2c1,101.9,3.0,101.8,103.0,-5.9,-2.4,105.9,98.4
CC/C(=N/OC(=O)c1cccc(C)c1)C(=O)c1cccs1,98.0,1.0,93.2,98.7,-11.4,1.8,92.7,111.3
CC1Cc2ccccc2N1C(=O)CSc1nc2c(c(=O)n(C)c(=O)n2C)n1Cc1ccc(F)cc1 (stereo not drawn),99.5,0.0,94.4,89.8,-1.9,9.4,97.0,86.1
Cn1c(CSc2ncccn2)nnc1SCC(=O)N1CCCc2ccccc21,104.5,2.0,97.4,101.7,-5.4,5.7,109.4,102.5
O=C(NC1CC(=O)c2sccc21)c1ccc(Cl)cc1Cl (stereo not drawn),86.4,0.0,87.6,93.7,-5.2,-11.3,91.3,94.2
CC12CC(NC(=O)N1c1cccc(C(=O)NCc3ccccn3)c1)c1ccccc1O2 (stereo not drawn),105.1,2.0,98.4,101.5,1.7,-5.5,99.2,95.6
O=C(O)C1CC=CCC1C(=O)Nc1cccc(C(=O)N2CCCCC2)c1 (stereo not drawn),100.4,0.0,96.7,97.9,7.7,12.9,100.2,99.3
Cc1c(C(=O)Nc2nonc2-c2ccc(F)cc2)oc2ccc(F)cc12,104.6,0.0,105.2,106.2,-18.1,-1.7,106.1,96.1
COc1ccc(OC)c(C2NC(=O)NC(C)=C2C(=O)Nc2ccc(C)cc2C)c1 (stereo not drawn),101.7,3.0,102.8,107.3,1.1,5.2,106.8,96.8
O=C(Oc1cccc2c(OC(=O)N3CCCC3)cccc12)N1CCCC1,109.1,3.0,101.4,87.6,-5.2,-8.4,111.0,97.2
CCN1C(=O)/C(=C\c2nc3ccccc3c(=O)n2-c2ccccc2)c2ccccc21,100.7,4.0,97.6,98.9,10.8,11.8,92.7,97.2
COc1ccc(-c2csc(NC(=S)NC(=O)c3cccs3)n2)cc1Br,95.4,0.0,91.7,95.1,9.5,17.8,88.2,101.5
Cc1sc2ncnc(N3CCN(C(=O)c4ccco4)CC3)c2c1C,97.3,2.0,96.2,94.3,6.8,17.3,95.1,103.0
CC(C)(C)c1ccc(CCC2OCC(CN3CCOCC3)O2)cc1 (stereo not drawn),103.2,0.0,101.1,101.7,8.9,1.4,95.2,108.4
CCn1c(=O)n(-c2ccc(Cl)cc2)c(=O)c2c3c(sc21)COC(C)(C)C3,114.7,5.0,107.7,116.9,13.4,-10.1,118.9,95.1
CCOC(=O)C1CCN(C(=O)Cn2cc(C#N)c3ccccc32)CC1,104.6,0.0,98.1,96.4,1.8,-8.9,94.7,95.0
